15-hLO-2 inh = inhibitors of human 15-lipoxygenase 2 (ALOX15B); purified 15hLO-2, xylenol orange hydroperoxide absorbance; Potency, µM (titrated, usually from 57.1 µM), for inactives: at the highest dose activity change, negative = inhibition, usual class: inhibitors; actives 0.56% (n = 110,000); AID 881; further: potency means the concentration at half of the fitted maximal effect; nearly all actives have a fitted effect of over 60% in size; many of its hits are not listed in these tables
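Screening format was qHTS against 50 nM purified 15hLO-2 in Hepes pH 7.5 with detergent. Activity follows hydroperoxide formation from 45 uM arachidonic acid, measured as 573:405 nm absorbance ratio of the ferric-xylenol orange complex.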
12-hLO inh = blocks human 12-lipoxygenase activity; AID 1452; Potency, µM (series often up to 57.1 µM), for the others: at the highest dose activity change, negative = inhibition, hits mostly inhibitors; P18054; purified 12-hLO, xylenol orange hydroperoxide absorbance; actives 0.12% (n = 150,000); further: potency means the concentration at half of the fitted maximal effect; nearly all actives have a fitted effect of over 55% in size; many of its hits are not listed in these tables
Target sequence (P18054 whole entry, looked up): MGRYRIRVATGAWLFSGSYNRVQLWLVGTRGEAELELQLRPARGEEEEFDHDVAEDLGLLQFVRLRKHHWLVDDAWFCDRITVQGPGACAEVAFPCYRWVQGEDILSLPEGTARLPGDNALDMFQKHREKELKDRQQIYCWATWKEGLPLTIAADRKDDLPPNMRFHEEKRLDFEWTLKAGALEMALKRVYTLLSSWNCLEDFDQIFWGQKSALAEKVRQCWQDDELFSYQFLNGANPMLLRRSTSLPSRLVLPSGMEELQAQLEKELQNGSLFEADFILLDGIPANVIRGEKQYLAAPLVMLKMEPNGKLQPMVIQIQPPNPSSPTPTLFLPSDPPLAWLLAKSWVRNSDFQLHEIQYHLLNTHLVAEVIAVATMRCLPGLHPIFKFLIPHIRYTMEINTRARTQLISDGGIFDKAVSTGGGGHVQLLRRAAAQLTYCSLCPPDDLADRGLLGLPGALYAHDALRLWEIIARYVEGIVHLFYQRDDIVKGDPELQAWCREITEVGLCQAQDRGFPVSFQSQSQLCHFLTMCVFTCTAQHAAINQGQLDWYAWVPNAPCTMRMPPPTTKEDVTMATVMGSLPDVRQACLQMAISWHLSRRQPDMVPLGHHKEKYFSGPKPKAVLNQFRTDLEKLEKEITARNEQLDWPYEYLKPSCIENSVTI
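Purified human 12hLO (150 nM), preincubated 15 min with compound, then 40 uM arachidonic acid for 30 min, room temperature, Hepes pH 7.0 with 0.01% Triton X-100. Hydroperoxide detected by ferrous iron/xylenol orange; 573/405 nm absorbance ratio gives reaction progress.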
PNC assembly inh = blocks assembly of the perinucleolar compartment; PC3M PTB-GFP, PNC prevalence imaging, 16 h; active compounds read low; AID 2417; activity change (PNC), negative = inhibition, % at 10 µM; actives 3.1% (n = 140,000);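 active means readout at or below -70, meaning at least 70% loss of cells showing the perinucleolar compartment, a nuclear body marking cancer cells; inconclusive means readout between -30 and a set limit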;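 further: plate controls were DMSO wells for no effect and camptothecin positive control wells for full effect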
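PC3M cells stably expressing PTB-GFP, 750–1000 cells/well, treated 16 h at 37 °C with compound (23 nl of library stock), in duplicate. After paraformaldehyde fixation and Hoechst stain, imaged at 20x; PNC prevalence scored by image analysis.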
IMPase cell inh = membrane-permeable compound that blocks inositol monophosphatase. CHO-M1 cells, IP1 accumulation, HTRF TR-FRET ratio. inhibition (IP1 accumulation), % at 46.1 µM. 120,000 tested, under 10 active. AID 901; active means well fitted curve in the direction sought with a large enough effect in the signal ratio, not every such curve was filed as active; inconclusive means small, poorly fitted or top-dose-only effect, or a change in a side signal; inactive means no such curve, though single readings can be large or run the other way; the % refers to the signal ratio;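 further: cells stimulated with carbachol in lithium chloride buffer; plate controls were DMSO basal wells for no effect and reference inhibitor wells for full effect; higher means more IMPase inhibition seen as more IP1 and lower FRET ratio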
Target sequence (P97697 whole entry, looked up): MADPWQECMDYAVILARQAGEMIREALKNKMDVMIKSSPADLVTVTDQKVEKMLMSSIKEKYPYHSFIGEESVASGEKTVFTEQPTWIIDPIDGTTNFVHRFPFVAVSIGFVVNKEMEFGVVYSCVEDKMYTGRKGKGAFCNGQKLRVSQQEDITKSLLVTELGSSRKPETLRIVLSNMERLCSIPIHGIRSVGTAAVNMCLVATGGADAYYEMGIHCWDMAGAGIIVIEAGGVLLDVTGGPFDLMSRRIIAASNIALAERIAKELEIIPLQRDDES
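Cellular IMPase inhibition is scored as a rise in cytosolic IP1, detected by competitive TR-FRET between d2-labelled IP1 and a europium anti-IP1 antibody. M1-expressing CHO cells were stimulated with carbachol for 30 min at 37C, with lithium (50 mM LiCl) present in the buffer.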
Starred values were filed as active, the others as inactive; ? = inconclusive; . = no result given; & = joins results of further samples; [ ] = dose if it differs, or a comment. Unless noted, the call rests on the fitted dose curve; in most records, active means well fitted curve in the direction sought with a large enough effect; inconclusive means small, poorly fitted or top-dose-only effect, or another doubt; inactive means no such curve, though single readings can be large; an effect the other way counts as inactive or inconclusive. Unless noted, on the % scale 0 is the no-effect control and ±100 the full control effect.

PNC assembly inh,15-hLO-2 inh,SMILES,IMPase cell inh,12-hLO inh
?,-5%,CC(C)(C)NS(=O)(=O)c1ccc(OCC(=O)NCCC2=CCCCC2)cc1,-1,2%
?,3%,O=C(COC(=O)CSc1nnc(-c2ccc(Cl)cc2)o1)NCc1ccc2c(c1)OCO2,-13,-1%
8,6%,CC1CCN(C(=S)c2ccc3c(c2)OCO3)CC1,10,-16%
25,.,Cc1cc(C#N)c(C)c(SCc2[nH]nc3c2C(c2ccccc2)C(C#N)=C(N)O3)n1 (stereo not drawn),3,0%
-95*,3%,COc1cc(OC)cc(C(=O)NCCSCc2ccco2)c1,-11,0%
51,10%,Cc1ccc(Nc2ncnc3c2oc2ccccc23)cc1,-6,4%
-5,-6%,O=C(CSc1ncnc2c1oc1ccccc12)c1cccs1,?,-1%
-24,7%,Cc1ccc(SCCNC(=O)C(CO)(CO)CO)cc1,-9,4%
16,-5%,CCOc1ccc2nc(N3CCCN(C(=O)Nc4ccccc4C)CC3)c(C#N)cc2c1,11,-8%
-23,-1%,CN1c2ccccc2C(O)=C(C(=O)Nc2ccccc2)S1(=O)=O,0,3%
-29,.,CCN(CC)S(=O)(=O)c1ccc(N2CCOCC2)c(NC(=O)CC23CC4CC(CC(Br)(C4)C2)C3)c1,.,-2%
-26,.,CCOC(=O)c1sc(NC(=O)CN2C(=O)NC3(CC(C)CC(C)(C)C3)C2=O)c(C(=O)OCC)c1C (stereo not drawn),-1,0%
78,-10%,CNC(=O)/C(C#N)=c1\s/c(=C/C(=O)OC)c(=O)n1-c1ccccc1,0,1%
?,-5%,Cc1cccc(N2CCN(S(=O)(=O)c3ccc4[nH]c(=O)c(=O)[nH]c4c3)CC2C)c1 (stereo not drawn),-4,2%
.,20%[11.4 µM],Nc1nc(N)c(CCCCc2ccccc2)c(N)n1,.,-1%[11.4 µM]

PNC assembly inh,15-hLO-2 inh,SMILES,IMPase cell inh,12-hLO inh
30,.,Cc1ccc(C(=O)N/C(=C\c2ccc(-c3ccc(Br)cc3)o2)C(=O)NC2CCS(=O)(=O)C2)cc1 (stereo not drawn),-11,-2%
34,.,CCCc1[nH]n(-c2ccc(F)cc2)c(=O)c1C=Nc1ccc(C)cc1,.,3%
64,6%,Cc1ccc(OCC(O)CN2CCN(CC(O)COC(C)C)CC2)c(C(C)(C)C)c1 (stereo not drawn),8,3%
60,.,NC(=O)c1cc2ccc(O)cc2oc1=NCc1ccccc1,-8,-3%
6,-3%,CCN(Cc1ccccc1)C(=O)COc1cc(=O)n(CC)c2ccccc12,-1,7%
2,-10%,O=C(CCC1CCCCC1)NCc1cccs1,-4,3%
-100*,.,CCC1=Nc2cc(C(=O)NCc3ccco3)ccc2Sc2ccc(Cl)cc21,.,-7%
31,-1%,COc1ccc(C)cc1S(=O)(=O)N1CCC(C(=O)NCCC2=CCCCC2)CC1,4,3%
-100*,.,COC(=O)C1CCN(S(C)(=O)=O)CC1,0,2%
9,-2%,COc1ccc(CCNC(=O)c2cc3ccccn3n2)c(OC)c1OC,4,1%
18,-2%,CC12CCC(C(=O)NCCCn3ccnc3)(OC1=O)C2(C)C (stereo not drawn),-9,4%
27,.,Cc1cccc(Nc2nc(N3CCCCC3)nc(N3CCCCC3)n2)c1,11,2%
4,4%,CCCC(=O)OCC(=O)Nc1cc(C(C)(C)C)nn1-c1ccccc1,-6,-2%
?,.,Cc1cc(C)cc(OCC(=O)N2N=C(c3cccnc3)CC2(O)C(F)(F)F)c1 (stereo not drawn),.,-4%
-5,.,O=C(O)c1cccc(N2C(=O)CSC2c2c(F)cccc2Cl)c1 (stereo not drawn),5,7%

PNC assembly inh,15-hLO-2 inh,SMILES,IMPase cell inh,12-hLO inh
9,2%,CC(C)OCCCN1C(=O)c2ccccc2C1C(=O)NC1CCCCC1 (stereo not drawn),3,-3%
0,-16%,CCOC(=O)c1c(-c2ccsc2)csc1N,0,-17%
1,-1%,COC(=O)c1ccc(-n2nnnc2SC)cc1,-5,-2%
-4,5%,Cn1c(CN2CCCC2)nc2cc(NC(=O)COc3ccc(Cl)cc3)ccc21,9,1%
33,9%,O=C(CCCCCn1c(=O)[nH]c2ccsc2c1=O)N1CCN(C2CCCCC2)CC1,3,1%
-1,5%,Cc1ccc2oc(=O)n(CC(=O)O)c2c1,3,9%
22,8%,CS(=O)(=O)NCCSCc1c(F)cccc1Cl,-3,-3%
-27,8%,COc1ccc(C2(CNC(=O)Cc3ccccc3)CCCC2)cc1OC,1,0%
11,-2%,CCSc1nc2nc(C)cc(C)n2n1,-1,-1%
?,.,COc1ccc(C(=O)N/C(=C/c2cccc3ccccc23)C(=O)NCCc2c[nH]c3ccccc23)cc1OC,.,0%
14,11%,Fc1ccc(CSc2nsc(SCc3ccc(F)cc3)n2)cc1,0,-4%
9,.,CCc1ccccc1NC(=S)N(CCCN1CCOCC1)Cc1cccs1,.,-1%
?,-1%,C=CCSc1nnc(-c2ccccc2N=Cc2c(C)[nH]n(-c3ccccc3)c2=O)c(=O)[nH]1,3,11%
.,-10%[11.4 µM],OCCNc1ncnc2nc[nH]c12,.,-1%[11.4 µM]
7,-5%,O=C(c1ccc(S(=O)(=O)N2CCCC2)cc1)N1CCCc2ccccc21,2,-4%

An excerpt from above in order of length of the SMILES, low to high:
PNC assembly inh,15-hLO-2 inh,SMILES,IMPase cell inh,12-hLO inh
11,-2%,CCSc1nc2nc(C)cc(C)n2n1,-1,-1%
-4,5%,Cn1c(CN2CCCC2)nc2cc(NC(=O)COc3ccc(Cl)cc3)ccc21,9,1%
?,-1%,C=CCSc1nnc(-c2ccccc2N=Cc2c(C)[nH]n(-c3ccccc3)c2=O)c(=O)[nH]1,3,11%
?,.,COc1ccc(C(=O)N/C(=C/c2cccc3ccccc23)C(=O)NCCc2c[nH]c3ccccc23)cc1OC,.,0%

Continuation.
PNC assembly inh,15-hLO-2 inh,SMILES,IMPase cell inh,12-hLO inh
-26,-5%,Cc1ccc(-n2nnc3c(=O)n(CC(=O)NCC4CCCO4)cnc32)cc1 (stereo not drawn),7,-8%
41,-7%,CC(C)(C)NS(=O)(=O)c1ccc2nc(NC(=O)Cc3cccs3)sc2c1,1,-1%
-6,7%,O=C(Nc1c(Cl)cccc1Cl)C1CCC1,-3,1%
50,-6%,Cc1nc(NC(=O)CC(C)C)sc1-c1csc(Nc2ccc(Cl)cc2)n1,17,-3%
-8,-5%,Cc1cc(C)n2nc(C(=O)Nc3ccc(S(=O)(=O)N4CCCCC4)cc3)nc2n1,1,7%
54,7%,Cc1ccc(CS(=O)(=O)c2ccccc2-c2nnc(-c3ccc(Cl)cc3)o2)cc1,-2,-2%
4,8%,COc1cc(-c2nnc(-c3ccc(S(=O)(=O)c4ccccc4)cc3)o2)cc(OC)c1OC,-16,-5%
11,-1%,Cc1cccc(N=C(N2CCOCC2)P(=O)(N2CCOCC2)N2CCOCC2)c1,-1,3%
4,2%,Cc1cccc(NC(=O)CNc2cc(C)ccc2C)c1,-2,1%
29,-6%,Cc1nnc(-c2ccccc2)c[n+]1[O-],-1,-4%
.,-9%[11.4 µM],O=C(O)c1[nH]c2c([N+](=O)[O-])cc([N+](=O)[O-])cc2c1C(=O)O,.,-2%[11.4 µM]
-13,-7%,Cc1ccc(N(C(=O)Cn2nnc(-c3ccc(F)cc3)n2)C(CC(C)C)C(=O)NCC2CCCO2)cc1 (stereo not drawn),8,-7%
.,-5%,CCC1=C(OC(=O)N(CC)CC)N2C(=O)OC(=NCC(=O)OC)[C@]2(Cc2ccccc2)[C@H]2C1=CC[C@H]1C(=O)NC(=O)[C@H]12,.,2%
23,-9%,O=C(CC(SCCO)c1ccc(F)cc1)c1ccco1 (stereo not drawn),7,-5%
24,0%,NC(=O)c1ccsc1NC(=O)c1ccc(S(=O)(=O)N2CCCCC2)cc1,5,-4%

PNC assembly inh,15-hLO-2 inh,SMILES,IMPase cell inh,12-hLO inh
-16,-2%,O=C(Cn1nnc(-c2cccc(C(F)(F)F)c2)n1)NC1CCCC1,9,-5%
-25,.,C/C(CC(=O)Nc1ccc(Cl)cc1Cl)=N\NC(=O)C(=O)NCCO,.,-4%
29,46%[activator],Cc1nc2ccccc2n1CC(O)Cn1c2ccccc2c2ccccc21 (stereo not drawn),9,0%
?,.,CC(=O)c1cc2c(C)c(C(=O)c3ccccc3)oc2cc1O,.,-5%
25,.,O=C(Nc1cccc(NC(=O)C2CC2)n1)C1CC1,.,-5%
20,-3%,CCCC[n+]1ccn(-c2nc3ccccc3nc2[N-]S(=O)(=O)c2ccccc2)c1,3,-5%
-7,.,Cc1cccc(NC(=S)N2CCCCC2)c1,.,0%
34,?,CCOc1cccc2cc(-c3nnc(NCc4ccco4)s3)c(=O)oc12,-25,-10%
20,-10%,COc1ccc(C(=O)N2CCC(C(=O)Nc3ccc4c(c3)OCCO4)CC2)cc1,10,1%
?,-7%,COc1ccccc1-n1c(=O)oc2ccc(Cl)cc2c1=O,?,-5%
24,-17%,O=C(Cn1cccc1)N1CCN(C(c2ccccc2)c2ccccc2)CC1,-4,-1%
17,.,CC(C)(C)NC(=O)NC(=O)COC(=O)c1cccc(NS(=O)(=O)c2ccc(F)c(F)c2)c1,2,-2%
60,.,O=[N+]([O-])c1ccccc1CNc1ccc(F)c(Cl)c1,.,-5%
?,1%,Cc1cc(C(=O)CSc2ccc(Cl)cc2)cc(C)c1OC(=S)N(C)C,7,1%
?,-3%,Cc1cc(C)n2nc(SCn3nnc4ccccc4c3=O)nc2n1,-12,-4%

PNC assembly inh,15-hLO-2 inh,SMILES,IMPase cell inh,12-hLO inh
5,-4%,CCCC(=O)NNC(=O)Nc1ccccc1,1,6%
-16,11%,O=C(Nc1ccc2c(c1)OCO2)C1CCCN(c2nc3ccccc3s2)C1 (stereo not drawn),6,-13%
.,4%,CCc1c2c(nc3cccc(SC)c13)COC2,.,-6%
-14,.,O=C(CN1CCN(Cc2ccccc2)CC1)N=Nc1c(O)[nH]c2ccccc12,.,1%
-27,-20%,COc1ccc(/C=C\C(=O)c2c(O)ccc3c(C)cc(=O)oc23)cc1OC,10,-5%
9,-1%,O=C(CCN1C(=O)COc2ccccc21)NCc1ccco1,1,3%
6,-3%,Cn1c(=O)n(C/C=C/c2ccccc2)c(=O)c2c1nc1n2CCCN1c1ccc(F)cc1,6,-18%
30,26%,CN(C)CCN(C)Cc1ccc2c(c1)Cc1ccccc1-2,16,-2%
?,.,O=c1[nH]c(C(Cl)Cl)nc2sc3c(c12)CCN(Cc1ccccc1)C3,.,0%
?,3%[2.29 µM],Cc1nnc(NC2(C(F)(F)F)C(=O)Nc3c2c(=O)n(C)c(=O)n3C)s1 (stereo not drawn),-3,5%
?,-3%,C[C@@H](C(=O)NCc1ccccn1)[C@H]1C[C@]1(C)[C@H](NC(=O)OCc1ccccc1)c1ccccc1,.,-6%&0%
17,-3%,CCOC(=O)c1oc2cccc(O)c2c1CN1CCOCC1,?,-19%
-24,1%,COC(=O)c1sc(NC(=O)COc2ccc(C)cc2)nc1C,6,1%
5,.,COC(=O)c1cc(OC)c(OC)cc1NC(=S)Nc1cccc(C(C)=O)c1,0,1%
242,.,COc1ccc(C2C(C#N)=C(C)NC3=C2S(=O)(=O)c2ccccc23)cc1 (stereo not drawn),-4,-12%
.,25%,CN1CCN(c2ncc3nc(-c4ccccc4)c(=O)n(-c4ccccc4)c3n2)CC1,.,-3%
